MT stabilize HCS – microtubule stabilizers in HeLa cells | HeLa tubulin immunostaining HCS, 24 h; share of cells brighter than vehicle mean+2SD | % tubulin-high responders, % at 10 µM | 0.83% of 200,000 active;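 active = plate Z-score above 3 for both tubulin-high and condensed-nucleus cell shares, with cell loss under 80%, at 10 µM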;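 note: anti alpha tubulin signal scored within the nucleus-defined area of each cell; some results filed as inactive read as strong as hits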
CSM14.1 death rescue – protection against thapsigargin-triggered cell killing – 384-well, CSM14.1, ATP luminescence, primary screen (AID 1222). CSM14.1 thapsigargin-induced death rescue, ATP luminescence; higher % means a stronger effect. cellular ATP content (survival), % at 20 µM, or EC50 in µM where a hit was titrated. 190,000 tested, under 10 active;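 active = EC50 below 50 µM in the dose-response confirmation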;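 note: death triggered by thapsigargin at about 15 µM added after 2 h compound pretreatment; cell ATP read after overnight thapsigargin exposure of roughly 18 to 22 hours; normalized against plate controls of thapsigargin alone and 5% DMSO vehicle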
Lipid droplet – hepatic lipid droplet formation modulation | 0.4% of 240,000 active | inhibition, % at 6.5 µM | AID 1656 | AML12 mouse hepatocytes, oleate lipid droplets, BODIPY imaging;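 active = lipid droplet intensity inhibited by at least 50%, with more than 500 cells counted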
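Material – mouse AML12 hepatocyte cell line, fixed after treatment · Compound dosing – one dose, 6.5 µM compound · Times – compound with oleate, overnight · Measured by – Image-based BODIPY and DAPI two-channel analysis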
Ins promoter up – MIN6 insulin promoter up-regulation; MIN6 insulin promoter-GFP reporter, high-content imaging; hits give high values; z-score at 5 µM; 0.3% of 190,000 active; AID 1625;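 active = z-score above 3 at 5 µM with at least 500 cells counted in the well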
Dynein cargo inh – blocks dynein driven cargo transport along microtubules; 3617.4 mouse cells, GR-EGFP nuclear translocation imaging; test concentration mostly 20 µM; stimulated with dexamethasone, 1 µM; hits give low values; 0.47% of 220,000 active; z-score, hits read low;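 active = plate z-score of nuclear minus cytoplasmic receptor signal below a set negative limit, without overly bright fluorescence or cell loss, cut at about -3.5 in these data, passing the limit was not always enough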;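 note: z-score of nuclear minus cytoplasmic ring GR-EGFP intensity difference per well; some compounds called inactive have numbers as strong as hits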
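medium = tetracycline-free induction medium containing charcoal-stripped FBS | probe or stimulus = dexamethasone, 1.0 µM final | timing = 48 h induction, then 1 h compound, then 30 min agonist, 37 °C | detection = automated 10x imaging of fixed Hoechst-stained cells | read-out basis = nuclear versus cytoplasmic GR-EGFP signal, averaged per well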
M17LAP inhibition – P. falciparum M17LAP inhibitors, primary screen, biochemical, fluorogenic H-Leu-NHMec substrate, 1536-well (AID 1619); inhibition, % at 30 µM, or IC50 in µM where a hit was titrated; 0.38% of 220,000 active; recombinant M17LAP, H-Leu-NHMec fluorogenic kinetic assay; higher % means a stronger effect;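 active = compound inhibiting the enzyme by more than half at any dose during confirmatory dose-response retesting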;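 note: plate controls were full reaction with DMSO carrier for no effect and no enzyme background for full effect; strong numbers were not always called active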
M1AAP inhibition – P. falciparum M1AAP inhibitors, biochemical, fluorogenic H-Leu-NHMec substrate, 1536-well (AID 1445) | recombinant M1AAP, H-Leu-NHMec fluorogenic kinetic assay; higher % means a stronger effect | inhibition, % at 30 µM, or IC50 in µM where a hit was titrated | 0.42% of 220,000 active;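 active = primary inhibition above the hit cutoff, then over 50% inhibition at one or more dose response concentrations, cut at about 23% in these data, passing the limit was not always enough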;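 note: plate controls were DMSO full reaction for no effect and no enzyme background for full effect; strong numbers were not always called active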
Autophagy HCS – autophagy modulation, high-content screen. MEF GFP-LC3 puncta imaging; test concentration mostly 10 µM. 0.98% of 190,000 active. calls only at 10 µM (by protocol). AID 463193;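 active = percentage of spot-positive cells more than 3 SD above its plate mean, without a fluorescence outlier flag or 80% toxicity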;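 note: spot-positive cell cutoff set from DMSO-treated cells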
Yfh1-off respiration – enhancers of respiration in Yfh1-depleted yeast, dose response, Friedreich's ataxia, plus single-dose screen (AID 1465); S. cerevisiae Yfh1-off respiration, WST-1 reduction, 72 h; higher fold induction means a stronger effect; 0.074% of 220,000 active; fold induction at 50 µM; hits with a dose series show EC50 in µM;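 active = fold induction of absorbance versus untreated yeast above a set limit, then at least 30% activation at any dose in follow-up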;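 note: activators that raise dye reduction in frataxin-depleted yeast; strong numbers were not always called active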
Dynein cargo inh cytoplasmic EGFP – also measured in Dynein cargo inh; calls as there; z-score; measured here: cytoplasmic GR-EGFP intensity; hits give high values
Dynein cargo inh nuclear GR-EGFP – further read-out of Dynein cargo inh, marked with its call; z-score; measured here: nuclear GR-EGFP intensity;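 lower value marks the stronger effect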
Dynein cargo inh cell count – second read-out of Dynein cargo inh, no call of its own (marks repeat the call); z-score; measured here: cell count per field
Ins promoter up cell count – second read-out of Ins promoter up, no call of its own (marks repeat the call); cell count; measured here: cytotoxicity, nuclei count;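 total cells summed across four imaged fields per well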
Lipid droplet cells 6.5 µM – second read-out of Lipid droplet, no call of its own (marks repeat the call); cell count; measured here: cell count, cytotoxicity flag;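 cells counted across two imaged fields per well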
MT stabilize HCS Hoechst-high % – second read-out of MT stabilize HCS, no call of its own (marks repeat the call); % Hoechst-high responders; measured here: nuclear condensation Hoechst responders;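 share of cells brighter than vehicle mean plus two SD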
MT stabilize HCS cytotoxicity % – also measured in MT stabilize HCS; calls as there; toxicity, %; measured here: cytotoxicity by cell density;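 0% = mean cell density of plate MIN control wells and 100% = no cells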
Autophagy HCS cell loss 18 h – also measured in Autophagy HCS; calls as there; toxicity, %; measured here: cell loss, nuclei count;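 cell loss after 18 h compound exposure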
* = called active by the depositor; i = inactive; nt = not tested or not shown.

entry	Molecule	MT stabilize HCS	MT stabilize HCS Hoechst-high %	MT stabilize HCS cytotoxicity %	CSM14.1 death rescue	Lipid droplet	Lipid droplet cells 6.5 µM	Ins promoter up	Ins promoter up cell count	Dynein cargo inh	Dynein cargo inh cytoplasmic EGFP	Dynein cargo inh nuclear GR-EGFP	Dynein cargo inh cell count	M17LAP inhibition	M1AAP inhibition	Autophagy HCS	Autophagy HCS cell loss 18 h	Yfh1-off respiration
1	Cc1[nH]c2ccccc2c1C(=O)C(=O)NCCc1ccc(S(N)(=O)=O)cc1	2.4	2.4	2.3	0.4%	3	675	-0.2	1494	-0.83	-0.23	-0.9	1.1	6%	8%	i	-8	i
2	Cc1nc2ccccc2n1CCCOc1ccccc1	3.3	2.9	0.1	-3.4%	3	710	-0.61	1078	-0.17	-0.15	0.25	1.7	18%	-1%	i	14	i
3	COC(=O)c1c(NC(=O)C2CC2)sc2c1CCN(C(C)=O)C2	1.6	3.9	5.8	-2.4%	-12	451	-0.03	1559	-0.52	-0.28	-0.19	0.6	14%	3%	i	-6	i
4	CCOc1ccc(-c2csc(NC(=O)c3ccc(S(=O)(=O)N4CCc5ccccc5C4)cc3)n2)cc1	6.1	4.5	2.3	-0.2%	1	657	0.09	1064	-0.52	-0.18	-0.62	1.2	-2%	0%	i	13	i
5	COC(=O)Cc1cc(OC)c(OC)cc1S(=O)(=O)N(C)C	2.7	3.2	7.3	-2.0%	10	703	0.46	1210	-0.11	-0.36	-0.092	-0.2	-6%	-3%	i	-8	i
6	Clc1cccc(Cl)c1COc1ccccn1	6.5	2.8	8.2	2.5%	nt	nt	0.29	1227	0.75	-0.081	1.1	-1.8	0%	0%	i	-14	i
7	CC(=O)Nc1ccc(Sc2ccccc2C(=O)N2CCCC2)cn1	3.7	2.0	6.6	-1.3%	-1	723	0.49	1264	-0.54	-0.34	-0.79	-0.32	0%	-4%	i	2	i
8	O=C(CCNS(=O)(=O)c1cccc2nonc12)N1CCN(c2cccc(Cl)c2)CC1	3.0	2.6	6.6	-0.7%	1	775	1.2	918	-0.87	-0.22	-0.52	0.19	-13%	9%	i	3	i
9	CCOC(=O)C1(CCc2ccccc2)CCN(Cc2ccc(O)cc2)CC1	2.4	1.5	4.0	-3.0%	-4	656	nt	nt	0.099	-0.24	0.37	0.19	-6%	4%	i	28	i
10	CCC(=O)Nc1cccc(C(=O)OCC(=O)c2ccccc2Cl)c1	0.7	1.8	6.4	-3.9%	nt	nt	0	1713	0.38	-0.19	0.19	-0.39	2%	-2%	i	-9	i
11	COc1ccccc1C(C[N+](=O)[O-])c1c[nH]c2ccccc12 (centres undefined)	nt	nt	nt	nt	-7	759	-0.14	1071	0.16	-0.22	0.26	0.093	-3%	-4%	nt	nt	i
12	CCC(C)NCCOCCOc1ccc(Br)cc1 (centres undefined)	1.8	1.4	6.5	2.0%	10	699	nt	nt	1.1	-0.21	0.69	-0.84	4%	-7%	i	29	i
13	Cc1cc(C)nc(SCCc2ccncc2)n1	4.2	2.1	8.7	nt	-10	422	0.75	1072	-0.51	-0.16	0.3	-0.001	-5%	3%	i	1	i
14	CCC(=O)Nc1ccc(S(=O)(=O)N2CCOCC2)cc1	3.0	1.7	8.3	1.9%	11	747	nt	nt	-0.035	-0.15	0.14	1.2	-7%	0%	i	7	i
15	Cc1c(C#N)c(N)c(C(=O)c2ccccc2)n1Cc1ccccc1	1.6	2.1	5.2	-3.2%	0	724	-0.4	1367	-1.2	-0.15	-0.37	0.96	-2%	12%	i	-9	i
16	CC(=O)Nc1ccc(S(=O)(=O)NC2(C(F)(F)F)NC(=O)N(c3ccccc3F)C2=O)cc1 (centres undefined)	3.4	1.6	0.3	-0.7%	1	671	0.31	1360	0.32	-0.28	0.065	-0.27	31%	4%	i	5	i
17	CC(C)(C)NC(=O)NC(=O)COC(=O)Cc1ccc(Cl)cc1Cl	1.9	2.3	3.0	-1.6%	8	680	0.84	1215	0.27	-0.19	0.023	-0.33	4%	4%	i	-2	i
18	Cc1ccc(-c2nnc(-c3ccncc3)n2-c2ccc(C)cc2)cc1	3.0	2.1	9.3	-0.7%	nt	nt	-0.1	1549	0.29	-0.37	-0.31	0.36	-6%	-4%	i	9	i
19	O=C(N/N=C/c1ccc(O)cc1)c1csc2c1CCCC2	8.5	1.1	15	-3.8%	8	673	-0.08	1337	-0.28	-0.12	-0.14	-0.56	1%	7%	i	3	i
20	COCCn1c(SCc2cc(=O)n3cc(C)ccc3n2)nc2ccccc2c1=O	6.6	1.0	6.1	0.5%	6	716	-1	1586	-0.54	-0.36	0.28	1.3	-2%	9%	i	8	i
21	CC(C)c1ccc(C(=O)CSc2ncn[nH]2)cc1	1.8	2.0	9.9	-0.5%	nt	nt	-0.61	1380	-0.87	0.046	-0.22	-0.17	33µM*	10%	i	16	i
22	CN(c1ccc(C(=O)NCCSCc2ccco2)cc1)S(C)(=O)=O	3.3	2.0	6.9	1.7%	0	734	1.1	1250	-0.097	-0.22	-0.24	0.55	35%	2%	i	-1	i
23	COCCCNS(=O)(=O)c1ccc2[nH]c(=O)[nH]c2c1	nt	nt	nt	nt	1	732	0.18	1017	-1.2	-0.22	-0.54	1.7	-5%	0%	nt	nt	i
24	CCOC(=O)c1cnc(-n2nc(C)cc2C)nc1NNc1ncc(-c2ccccc2)cn1	nt	nt	nt	nt	-4	663	0.53	1480	0.13	-0.24	-0.16	0.36	3%	10%	nt	nt	i
25	Cc1ccccc1OCCNC(=O)/C=C/c1ccccc1	4.2	1.9	6.9	0.3%	2	593	0.23	1161	-0.78	0.86	0.064	0.38	-1%	0%	i	-8	i
26	Cc1cc2ncn(/N=C/c3ccc([N+](=O)[O-])s3)c2cc1C	22	11	38	1.2%	2	596	0.1	866	-0.98	0.31	-0.52	0.64	12%	-1%	i	30	i
27	C=CCn1c(SCC(=O)NCc2ccco2)nc2ccccc2c1=O	4.7	2.1	3.5	-0.5%	0	635	0.52	1310	-0.35	-0.36	-0.7	1.2	9%	6%	i	-6	i
28	Cc1ccc2oc(=O)c3cnn(CC(=O)N4CCc5ccccc5C4)c3c2c1	2.5	2.6	6.5	0.6%	nt	nt	0.14	1052	-0.99	-0.17	-0.55	0.87	14%	13%	i	10	i
29	CC1(C)CC(=O)C(C(=S)Nc2ccccc2)=C(NC2CC(C)(C)NC(C)(C)C2)C1	2.1	1.8	11	-1.8%	2	596	-0.09	1668	-0.11	-0.29	-0.21	0.53	0%	7%	i	5	i
30	CSc1ccccc1C(=O)NCCSC(C)(C)C	3.7	2.3	2.9	-1.6%	15	763	0.03	1289	-0.25	-0.17	-0.25	0.97	0%	1%	i	5	i
31	COc1cccc(-n2c(CN3CCN(c4ccccn4)CC3)nc3ccc([N+](=O)[O-])cc3c2=O)c1	2.6	3.9	9.4	-1.2%	4	687	0.67	1237	-0.3	-0.13	0.16	0.23	7%	3%	i	43	i
32	Nc1ncnc(SCc2c(F)cccc2Cl)n1	nt	nt	nt	nt	-8	705	0.35	1541	-0.25	-0.26	-0.15	-0.25	12%	8%	nt	nt	i
33	O=C(N/N=C/c1cc([N+](=O)[O-])ccc1O)c1cc(-c2ccccc2)nc2ccccc12	7.1	0.7	9.0	-3.4%	-35	446	-0.47	1032	3.2	-0.25	0.95	-0.69	-8%	3%	i	16	i
34	COc1ccc(NC2SC(=O)N(C)C2=O)cc1 (centres undefined)	2.5	1.8	8.0	1.3%	12	785	nt	nt	-0.92	-0.35	-0.6	1.4	1%	1%	i	6	i
35	O=C(CSc1nnc(Cc2ccccc2)o1)NCCN1C(=O)CSC1=O	5.0	2.2	11	0.1%	nt	nt	0.15	1076	-0.043	-0.14	0.15	-1.4	21%	10%	i	4	i
36	Nc1nnc(SCCCC(=O)c2ccc(Br)cc2)s1	2.5	3.2	3.9	-2.2%	2	663	1.7	1432	0.12	-0.2	0.55	-1	-11%	2%	i	5	i
37	CCC(=O)N1c2ccccc2C(N(C(C)=O)c2ccccc2)CC1C (centres undefined)	3.5	2.4	9.9	-0.8%	-10	752	nt	nt	0.82	-0.22	0.35	-0.47	10%	-10%	i	-2	i
38	O=C(Cc1ccc(S(=O)(=O)N2CCOCC2)s1)Nc1ccccc1Br	nt	nt	nt	nt	-8	700	0.24	1407	0.042	0.8	0.1	-0.06	-8%	1%	nt	nt	i
39	Cc1ccc2c3c([nH]c2c1)C(=O)CC(C)(C)S3	1.1	1.0	0.6	0.4%	-13	757	-0.26	1637	-0.26	-0.17	0.095	1.1	nt	nt	i	-8	i
40	CC(=O)Nc1ccc(C(=O)OCc2ccc(Cl)cc2)cc1	0.7	0.9	5.7	-1.7%	nt	nt	0.39	1557	0.29	-0.21	0.1	-0.11	4%	5%	i	6	i
41	O=C1c2cccc(O)c2C(=O)c2c(O)cccc21	7.9	5.6	9.6	4.5%	-14	727	nt	nt	-0.54	-0.23	0.24	0.69	1%	7%	i	21	i

Source: PubChem BioAssay
